Source: PubChem (several laboratories)
PKA-R1A activ: activators of PKA-R1A holoenzyme, primary screen, biochemical, fluorescence polarization, Cy5-IP20, bovine R1A, mouse PKAc; cAMP-dependent protein kinase type I-alpha regulatory subunit (Bos taurus) + …; PKA-R1A dissociation; scaled: DMSO 0%, 113 µM cGMP 100%; activation, % at 11.4 µM; actives 0.083% (n = 340,000); AID 504707, 2011;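 active = percent activation above the mean of all tested compounds plus 3 SD, cut at about 19% in these data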;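 also: higher means more PKAc released from R1A so a rise in polarization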
OPRM1-OPRD1 ag: agonists of OPRM1-OPRD1 heterodimerization, primary screen, cell-based, luminescence | Mu-type opioid receptor (Homo sapiens) + Delta-type opioid receptor (Homo sapiens), … | cells | activation, % at 9.3 µM | actives 0.3% (n = 340,000) | AID 504326, 2011; in the data active = activation above about 18%;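 also: 0% = vehicle-treated cells and 100% = reference agonist; values of inactives mirror those of a sister screen read the other way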
AddAB inh: growth inhibition of E. coli expressing H. pylori AddAB, primary screen, AddAB inhibitor project, absorbance. inhibition, % at 11.9 µM. actives 0.29% (n = 330,000); in the data active = inhibition above about 12%;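 also: 0% = vehicle wells of infected cells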
Mot1-301 SUMO: yeast Mot1-301 growth rescue at high temperature, primary screen, SUMOylation pathway inhibitor project, S. cerevisiae, ATP luminescence, 38.5C; S. cerevisiae Mot1-301 growth rescue; percent above DMSO median, 100 means doubled; growth rescue, % at 18.8 µM; actives 1% (n = 320,000); AID 2716, 2010;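 active = every valid replicate shows activation above 250% relative to neutral control wells; inactive = the rest, any valid replicate at or below 250%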;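 also: OY570 slx delta 5 strain wells were the positive control but not used for scaling; some compounds called inactive have numbers as strong as hits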
Ecoli viability: E. coli V3065 growth inhibition, primary screen, counter-screen for AddAB inhibitor project, absorbance, OD600; 18 h; inhibition, % at 11.9 µM; actives 0.27% (n = 330,000);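 active = inhibition above the campaign's mean inhibition across all tested compounds plus 3 SD, cut at about 9.9% in these data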;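 also: uninfected addAB+ strain grown without phage in ampicillin broth; 0% = DMSO wells and 100% = ciprofloxacin 0.95 µg/ml wells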
PfHsp90 set2: growth inhibition of PfHsp90-expressing yeast, primary screen, antimalarial PfHsp90 inhibitor project, S. cerevisiae, BacTiter-Glo luminescence, single point, set 2; AID 504621, 2011; actives 0.32% (n = 310,000); inhibition, % at 9.4 µM; BacTiter-Glo ATP, 48 h; yeast lacking PDR1 and PDR3 efflux regulators;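 active = every replicate shows inhibition above about 80%, whatever the replicate mean, limit read from the data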;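 also: 0% = DMSO neutral controls and 100% = 20 µM radicicol positive controls; yeast relying on Plasmodium falciparum Hsp90 in place of its own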
DSG3 Ab inh: inhibitors of pemphigus antibody binding to DSG3, primary screen, biochemical, bead-based, flow cytometry, scFv-GFP; DSG3-coupled beads, scFv-anti-DSG3-GFP binding; hits give low values; actives 0.48% (n = 310,000); binding (percent of control), % at 10 µM;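 active = binding more than 3 SD below its plate's average and above zero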;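 also: hits lower antibody fragment binding to DSG3; some compounds called inactive have numbers as strong as hits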
HTR5A inv ag: HTR5A inverse agonists in luminescence cell assay, primary screen, counter-screen for OPRM1-OPRD1 heterodimer inverse agonist project, full-deck HTS | 5-hydroxytryptamine receptor 5A (Homo sapiens), P47898 | HTR5A cell line, inverse agonism | inhibition, % at 9.3 µM | actives 0.083% (n = 340,000); in the data active = inhibition mostly above about 23%, no sharp cut-off; inactive = mostly below about 18%;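 also: 0% = cells with DMSO and 100% = no-cell wells with DMSO; some compounds called inactive have numbers as strong as hits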
Target sequence (P47898 whole entry, looked up): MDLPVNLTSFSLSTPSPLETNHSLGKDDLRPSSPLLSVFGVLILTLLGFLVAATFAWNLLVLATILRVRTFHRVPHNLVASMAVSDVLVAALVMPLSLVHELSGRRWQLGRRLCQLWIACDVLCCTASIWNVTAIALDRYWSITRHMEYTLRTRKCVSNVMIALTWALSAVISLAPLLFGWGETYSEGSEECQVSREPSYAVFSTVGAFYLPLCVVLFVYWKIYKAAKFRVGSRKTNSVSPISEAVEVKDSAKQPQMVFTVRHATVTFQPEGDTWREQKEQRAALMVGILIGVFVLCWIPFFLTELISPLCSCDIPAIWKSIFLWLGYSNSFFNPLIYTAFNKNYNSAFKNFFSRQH
phage Ecoli inh: growth loss of phage-infected E. coli, primary screen, RecBCD inhibitor project, absorbance, with phage, HTS. inhibition, % at 11.9 µM. actives 0.26% (n = 360,000). AID 651602, 2012; in the data active = inhibition above about 11%
OPRM1-OPRD1 inv: inverse agonists of MOR-DOR heterodimerization, primary screen, cell-based, luminescence; Mu-type opioid receptor (Homo sapiens) + Delta-type opioid receptor (Homo sapiens), …; cell-based MOR-DOR heterodimer luminescence, inverse agonism; inhibition, % at 9.3 µM; actives 0.21% (n = 340,000); in the data active = inhibition above about 22%, passing the limit was not always enough;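 also: 0% = cells with DMSO and 100% = wells without cells with DMSO; values of inactives mirror those of a sister screen read the other way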
HTR5A ag: HTR5A agonists in luminescence cell assay, primary screen, counter-screen for OPRM1-OPRD1 heterodimer agonist project, full-deck HTS | 5-hydroxytryptamine receptor 5A (Homo sapiens), P47898 | actives 0.61% (n = 340,000) | cell-based | activation, % at 9.3 µM; in the data active = activation mostly above about 9.5%, no sharp cut-off; inactive = mostly below about 7.6%;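 also: 0% = cells with vehicle only and 100% = reference agonist; strong numbers were not always called active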
* hit, by the source's call; nt = no result given.

[1] Cc1noc(C)c1CSc1nnc(-c2ccccc2)n1Cc1ccco1
[2] CN(C)/C=C/C(=O)c1ccc([N+](=O)[O-])c(CS(=O)(=O)c2ccc(Cl)cc2)c1
[3] Cc1csc(NC(=O)CSc2nc3nc(C)cc(C)n3n2)n1
[4] O=C(NNC1CC(=O)N(c2ccccc2)C1=O)c1ccc(COc2ccccc2Cl)o1 (stereo unspecified)
[5] Cc1cc(Br)ccc1OCc1nc(-c2cccnc2)no1
[6] CCOC(=O)c1c(NC(=O)CSc2nncs2)sc(C)c1C
[7] COc1cc(C(=O)Nc2ccc3c(c2)OCO3)ccc1-n1cnnn1
[8] CCCCN(C)C(=O)CCCCn1c(=O)[nH]c2cc(OCC)c(OCC)cc2c1=O
assay / compound	1	2	3	4	5	6	7	8
PKA-R1A activ	-8	-5	8	-14	-8	12	-5	-1
OPRM1-OPRD1 ag	-0.4	-1.7	-2.2	-0.6	3.6	-3.0	-1.4	-1.9
AddAB inh	-0.6	-2.4	2.3	-2.8	-2.2	1.5	5.7	-0.6
Mot1-301 SUMO	125	401	-11	8	-10	-4	-17	313
Ecoli viability	-0.2	1.1	0.0	0.9	-4.5	1.4	2.4	-1.8
PfHsp90 set2	8	-30	9	0	nt	6	25	-14
DSG3 Ab inh	106	108	101	102	nt	85	98	nt
HTR5A inv ag	-25	-15	-17	-20	-12	-4	8	-17
phage Ecoli inh	3.0	1.1	-1.1	4.8	1.1	2.5	5.9	-1.4
OPRM1-OPRD1 inv	2	8	9	4	-21	17	7	12
HTR5A ag	-2	4	7	2	1	3	0	-2

[9] CCOC(=O)c1sc(-c2ccccc2)cc1NC(=O)c1ccc(S(=O)(=O)N(CCOC)CCOC)cc1
[10] C=CCn1c(SCC(=O)NC2CCCC2)nnc1-c1ccncc1
[11] Clc1ccc(-c2cc3ccccc3nc2N2CCCC2)cc1
[12] COc1ccccc1C(=O)COC(=O)c1ccc(Cl)nc1
[13] NC(=O)CC(NC(=O)c1ccccc1)c1ccc(NCc2ccc(F)cc2)c([N+](=O)[O-])c1 (stereo unspecified)
[14] CCCCCC(=O)Nc1ccc(S(=O)(=O)Nc2ccc(Cl)nn2)cc1
[15] CCOC(=O)C1=C(CS(=O)(=O)c2ccc(F)cc2)NC(=O)NC1c1cc(OC)c(O)c(OC)c1 (stereo unspecified)
[16] Cc1ccccc1NC1=C(C(=O)c2ccccc2)N(C)S(=O)(=O)c2ccccc21
assay / compound	9	10	11	12	13	14	15	16
PKA-R1A activ	-14	-4	-1	-9	-8	-3	6	-6
OPRM1-OPRD1 ag	-0.6	-1.3	2.4	-3.6	-0.3	1.9	0.6	0.5
AddAB inh	-1.7	0.4	2.0	0.8	-1.6	1.3	1.1	0.8
Mot1-301 SUMO	27	-15	46	43	6	-16	5	28
Ecoli viability	-3.3	1.3	1.6	0.7	-0.8	1.8	-0.3	-0.6
PfHsp90 set2	1	20	nt	3	18	-4	-4	-9
DSG3 Ab inh	127	99	120	98	97	95	106	103
HTR5A inv ag	-18	20	-10	-21	2	-4	18	-9
phage Ecoli inh	0.2	1.6	-1.4	1.5	2.2	2.7	-0.4	1.6
OPRM1-OPRD1 inv	3	7	-12	15	2	-13	-3	-3
HTR5A ag	1	3	5	8	1	1	4	1

[17] Cc1cc(OC(C)C(=O)NCC(O)c2ccccc2)c2c(C)cc(=O)oc2c1 (stereo unspecified)
[18] CNC(=O)C1CC(=O)N(c2ccc(OCC(=O)Nc3ccc(OC)cc3)cc2)C1 (stereo unspecified)
[19] O=C(O)CN(CC(=O)O)CC(=O)O
[20] Nn1c(Cc2ccccc2)nc2ccccc2c1=O
[21] Cc1cccc(C)c1NC(=O)C1CCCN1S(=O)(=O)c1ccccc1 (stereo unspecified)
[22] CC(C)(C)CC(C)(C)NCC(O)COc1ccc2c(c1)CCC2 (stereo unspecified)
[23] O=C1Nc2ccccc2C1=Nc1ccc(Br)cc1
[24] COc1ccccc1NC(=O)CSc1nc2ccccc2c(=O)n1CCNC(C)=O
assay / compound	17	18	19	20	21	22	23	24
PKA-R1A activ	8	-2	-16	0	-2	0	1	0
OPRM1-OPRD1 ag	-1.5	0.1	-1.1	-1.3	-0.7	16	-11	-1.5
AddAB inh	1.3	1.3	nt	1.6	1.4	0.8	1.3	3.0
Mot1-301 SUMO	-10	112	nt	1	-7	111	13	-1
Ecoli viability	-0.1	-1.2	nt	2.5	0.1	1.0	-0.1	0.2
PfHsp90 set2	-4	4	-12	-25	-4	-8	-3	-20
DSG3 Ab inh	102	101	nt	nt	nt	75	122	99
HTR5A inv ag	22	-24	23	-23	12	-26	21	7
phage Ecoli inh	-2.0	-0.1	-3.3	2.8	0.9	6.5	2.2	1.0
OPRM1-OPRD1 inv	8	0	6	6	5	-87	55*	7
HTR5A ag	-1	9	-6	9	-4	9	-5	-4

[25] COc1cc2cc(CN(CCN3CCCC3)C(=O)Nc3ccccc3Cl)c(=O)[nH]c2cc1OC
[26] Cc1ccc2c(c1)c1c3n2CCCNC3CCC1 (stereo unspecified)
[27] CCCCC/C=C/C1=CC(=O)C[C@H](c2ccc(OC)cc2)C1
[28] CCCCC(=O)NCCNC(=O)c1cc(OCC(F)(F)F)ccc1OCC(F)(F)F
[29] CC(C)(C)n1nc2c(c1NC(=O)Cc1ccccc1)CS(=O)(=O)C2
[30] Cc1ncsc1CCC(=O)N1CCCC(Nc2ccc(F)c(F)c2)C1 (stereo unspecified)
[31] c1ccc(CCCc2nc(-c3cccnc3)no2)cc1
[32] COc1ccc(NC(=O)CCN2C(=O)[C@@H]3[C@H](C2=O)[C@H]2C=C[C@@H]3C2)cc1
assay / compound	25	26	27	28	29	30	31	32
PKA-R1A activ	-10	2	7	5	-9	-7	-5	0
OPRM1-OPRD1 ag	-1.1	3.0	-2.4	0.1	-0.2	-1.5	-0.7	-2.8
AddAB inh	2.4	0.0	0.6	-0.2	-1.7	0.4	2.0	1.8
Mot1-301 SUMO	177	430	5	162	-4	-3	628*	-8
Ecoli viability	-1.7	0.2	-1.8	1.9	2.5	-0.2	0.4	1.5
PfHsp90 set2	14	49	14	3	nt	8	-12	-1
DSG3 Ab inh	179	105	106	96	118	96	113	88
HTR5A inv ag	-4	10	-12	-22	-4	18	-17	-12
phage Ecoli inh	3.3	2.7	2.1	0.3	-0.5	0.2	3.5	-0.9
OPRM1-OPRD1 inv	6	-15	14	0	1	8	4	14
HTR5A ag	1	10*	1	6	2	2	6	4

[33] CC(=O)N1CCN(S(=O)(=O)c2cccc(C(=O)OCC(=O)N(Cc3ccccc3)C(C)(C)C)c2)CC1
[34] CCCC[C@@H]1CNCCN1CC1(c2ccccc2)CC1
[35] CCc1c(C2(O)CCCCC2)[nH]c2ccc(C#N)cc12
[36] Cc1ccc(S(=O)(=O)c2nnn3c2nc(NC2CCN(Cc4ccccc4)CC2)c2ccccc23)cc1C
[37] CCCC[N+](CC#Cc1ccccc1)(CCCC)CCCS(=O)(=O)[O-]
[38] COc1ccc(NC(=O)CSc2nc(O)cc(=O)n2-c2ccccc2)cc1
[39] Cc1cccc(C2Nc3cccc4cccc(c34)N2)c1
[40] COc1ccc(OC)c(S(=O)(=O)Nc2cccnc2)c1
assay / compound	33	34	35	36	37	38	39	40
PKA-R1A activ	-3	-4	-1	-6	-12	-3	-3	0
OPRM1-OPRD1 ag	3.1	-0.7	6.5	nt	-2.1	-2.7	-1.1	1.6
AddAB inh	1.3	0.8	2.4	3.5	-0.2	nt	-2.1	0.8
Mot1-301 SUMO	13	-3	112	12	-3	10	-18	-10
Ecoli viability	3.0	0.2	-0.1	-1.5	-1.1	nt	-1.2	-0.1
PfHsp90 set2	10	3	13	3	4	-1	-12	-2
DSG3 Ab inh	nt	108	107	97	106	99	93	103
HTR5A inv ag	12	-20	-14	nt	-23	8	3	-10
phage Ecoli inh	6.1	3.0	2.4	nt	3.9	1.3	0.0	2.4
OPRM1-OPRD1 inv	-13	4	-30	nt	12	14	5	-9
HTR5A ag	-5	7	5	nt	8	2	-1	2

Exported as a markdown table: 2 of the compounds above
| # | compound | PKA-R1A activ | OPRM1-OPRD1 ag | AddAB inh | Mot1-301 SUMO | Ecoli viability | PfHsp90 set2 | DSG3 Ab inh | HTR5A inv ag | phage Ecoli inh | OPRM1-OPRD1 inv | HTR5A ag |
| --- | --- | --- | --- | --- | --- | --- | --- | --- | --- | --- | --- | --- |
| 39 | Cc1cccc(C2Nc3cccc4cccc(c34)N2)c1 | -3 | -1.1 | -2.1 | -18 | -1.2 | -12 | 93 | 3 | 0.0 | 5 | -1 |
| 38 | COc1ccc(NC(=O)CSc2nc(O)cc(=O)n2-c2ccccc2)cc1 | -3 | -2.7 | nt | 10 | nt | -1 | 99 | 8 | 1.3 | 14 | 2 |

(continued)
[41] O=C(CSc1ncccc1-c1nc2ccccc2[nH]1)Nc1ccc2c(c1)OCCO2
[42] Cc1cccc(NC(=O)c2ccc(S(=O)(=O)N3CCC(C)CC3)cc2)n1
[43] O=C(Nc1ccccc1C(=O)N/N=C/c1ccccc1)c1ccco1
[44] O=S(=O)(c1ccc(F)cc1)N1CCN(CC(O)COc2ccccc2F)CC1 (stereo unspecified)
[45] Fc1ccc(-n2nnc(-c3ccnc4ccccc34)n2)cc1
[46] CN1CCN(/N=C/c2ccc(Br)cc2)CC1
[47] Cc1cccc(N2CCN(C(=O)c3ccoc3C)CC2)c1C
[48] COc1c(/C=N/Nc2nc(N3CCCCC3)nc(N3CCCCC3)n2)cccc1[N+](=O)[O-]
[49] Cc1ccc(-c2csc(NC(=S)NC(=O)c3cc4ccccc4o3)n2)cc1
[50] COc1cc(C(=O)NNC(=S)NC(=O)c2ccccc2C)cc(OC)c1OC
assay / compound	41	42	43	44	45	46	47	48	49	50
PKA-R1A activ	-10	-5	-3	1	-13	-2	-11	-7	3	7
OPRM1-OPRD1 ag	-1.8	-1.1	3.2	-2.7	-1.3	-2.2	-3.1	1.7	1.1	-4.2
AddAB inh	0.5	-1.4	1.8	0.2	2.1	1.4	5.2	2.0	2.7	3.2
Mot1-301 SUMO	-3	2	-10	76	9	-3	9	10	-5	31
Ecoli viability	-0.5	0.1	0.8	-3.0	2.0	2.8	-1.6	0.4	0.4	-6.8
PfHsp90 set2	-31	-1	-7	12	-35	-11	2	-26	-1	-13
DSG3 Ab inh	114	105	98	101	96	106	100	96	103	97
HTR5A inv ag	-4	12	-10	-6	-40	-15	-32	-25	10	3
phage Ecoli inh	2.8	1.8	1.5	-1.5	3.8	0.2	0.8	1.1	1.5	-1.6
OPRM1-OPRD1 inv	10	7	-26	13	8	11	16	-10	-6	22
HTR5A ag	0	-2	4	2	14	5	2	0	-3	3
